Assay outcomes: PubChem, several laboratories
MEKK3 PB1 HTS: modulators of MEKK3-MEK5 PB1 binding, primary screen, biochemical, wildtype MEKK3, multiplex bead flow cytometry, Alexa488-MEK5; Mitogen-activated protein kinase kinase kinase 3 (Homo sapiens), Q99759; bead-based flow cytometry, Alexa488-MEK5 binding to MEKK3; actives lie on both sides; 0 = blocked by unlabeled MEK5, 100 = vehicle; binding response (% of control), % at 10 µM; hit rate 1.4% among 290,000; AID 1529, 2009;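 active = binding response more than 3 SD above or below the average of its plate-row segment, actives on both sides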;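 note: Alexa488 bead fluorescence after subtracting the streptavidin-only scavenger bead signal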
PHOSPHO1 block: PubChem AID 1565 | Phosphoethanolamine/phosphocholine phosphatase (Homo sapiens), Q8TCT1 | recombinant PHOSPHO1, absorbance phosphatase assay | inhibition, % at 13.3 µM | hit rate 1.1% among 290,000; in the data active = inhibition above about 60%
Target sequence (Q8TCT1 whole entry, looked up): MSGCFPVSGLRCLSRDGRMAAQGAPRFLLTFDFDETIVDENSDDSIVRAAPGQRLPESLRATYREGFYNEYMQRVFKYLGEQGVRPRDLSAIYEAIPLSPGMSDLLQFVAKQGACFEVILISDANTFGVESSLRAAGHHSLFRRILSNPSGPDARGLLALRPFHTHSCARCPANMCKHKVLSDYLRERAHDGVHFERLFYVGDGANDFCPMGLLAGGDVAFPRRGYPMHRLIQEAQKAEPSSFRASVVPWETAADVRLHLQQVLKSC
OXTR agonist: human OXTR agonists, primary screen, fluorescence, CHO-OTR cells, Fluo-8 calcium; Fluo-8 calcium fluorescence; normalized: DMSO 0%, oxytocin 100%; activation, % at 3 µM; hit rate 0.32% among 320,000; AID 2435, 2010;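 active = activation above the mean of all tested compounds plus 3 SD, cutoff set per screening run, cut at about 20% in these data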;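 note: peak over basal fluorescence ratio from a 100 s FLIPR kinetic read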
Target sequence (P30559 whole entry, looked up): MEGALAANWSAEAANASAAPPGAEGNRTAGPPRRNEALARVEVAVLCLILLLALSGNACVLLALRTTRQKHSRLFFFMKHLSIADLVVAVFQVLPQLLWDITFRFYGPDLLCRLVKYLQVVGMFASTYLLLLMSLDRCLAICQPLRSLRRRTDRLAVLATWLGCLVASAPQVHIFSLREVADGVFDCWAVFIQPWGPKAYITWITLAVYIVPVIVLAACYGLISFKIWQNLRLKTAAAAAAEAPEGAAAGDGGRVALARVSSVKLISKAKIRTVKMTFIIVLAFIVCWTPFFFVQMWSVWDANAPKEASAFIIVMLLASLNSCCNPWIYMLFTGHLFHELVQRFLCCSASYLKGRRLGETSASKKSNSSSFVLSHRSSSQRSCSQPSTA
MEKK2 mut-MEK5: MEK5 binding signal on mutant MEKK2 PB1, primary screen, biochemical, multiplex bead flow cytometry, Alexa488-MEK5; percent response, % at 10 µM; hit rate 0.35% among 290,000; Alexa488-MEK5 binding to MEKK2 mutant; AID 1530, 2009; in the data active = percent response above about 24%, passing the limit was not always enough; note: inactives centre near 1; some results filed as inactive read as strong as hits; reference of the scale not given here
MEKK2wt PB1 HTS: modulators of MEK5 binding to wildtype MEKK2, primary screen, biochemical, multiplex bead flow cytometry, Alexa488-MEK5; Alexa488-MEK5 binding to MEKK2 WT; actives lie on both sides; binding response (% of control), % at 10 µM; hit rate 1.1% among 290,000; in the data active = binding response below about 67% or above about 130%
FID counter: compounds displacing fluorescent DNA intercalator, primary screen, artefact control for HCV NS3 helicase inhibitor project, biochemical, FID fluorescence; hit rate 0.17% among 290,000; DNA fluorescent intercalator displacement; inhibition, % at 7.9 µM; AID 1845, 2009; in the data active = inhibition above about 37%;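 note: 0% = vehicle and 100% = reference compound; higher means more ethidium bromide displaced from hairpin DNA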
NALP1 yeast inh: NALP1 inflammasome inhibitors in reconstituted yeast, colorimetric, S. cerevisiae, triplicate retest. S. cerevisiae NALP1/ASC/caspase-1 growth, X-gal OD620, 72 h. inhibition, % at 10 µM. hit rate 0.61% among 280,000; in the data active = inhibition mostly above about 24%, no sharp cut-off; inactive = mostly below about 32%; note: some compounds called inactive have numbers as strong as hits
GPR7 antag: GPR7 receptor antagonists, primary screen, cell-based, fluorescence, single concentration; Neuropeptides B/W receptor type 1 (Homo sapiens), P48145; GPR7-expressing cells, fluorescence antagonist assay; inhibition, % at 4.4 µM; hit rate 1.1% among 290,000; AID 1861, 2009; in the data active = inhibition above about 16%, passing the limit was not always enough;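 note: cells stimulated with the agonist NPW; 0% = agonist with vehicle and 100% = vehicle without agonist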
Target sequence (P48145 whole entry, looked up): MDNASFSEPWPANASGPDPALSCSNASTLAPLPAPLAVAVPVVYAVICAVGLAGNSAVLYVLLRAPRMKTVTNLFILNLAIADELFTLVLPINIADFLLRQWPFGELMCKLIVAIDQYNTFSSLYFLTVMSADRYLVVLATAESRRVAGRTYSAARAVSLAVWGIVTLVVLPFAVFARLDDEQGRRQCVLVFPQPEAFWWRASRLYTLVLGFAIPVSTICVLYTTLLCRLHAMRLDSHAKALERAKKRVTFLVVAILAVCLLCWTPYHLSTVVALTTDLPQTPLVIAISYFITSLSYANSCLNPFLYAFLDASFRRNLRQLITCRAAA
PfM18AAP inh: PfM18AAP inhibitors, malaria aminopeptidase, primary screen, biochemical, QFRET, recombinant enzyme; inhibition, % at 7.35 µM; M18 aspartyl aminopeptidase (Plasmodium falciparum 3D7); hit rate 1.2% among 290,000; AID 1822, 2009; H-Glu-NHMec fluorogenic cleavage;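 active = inhibition above the campaign mean inhibition over all tested compounds plus 3 SD, cut at about 28% in these data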;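 note: 0% = plate median of test compound wells and 100% = 2 mM ZnCl2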
Active calls of the source: *; · = no result given; [ ] = dose if it differs, or a comment.

SMILES	MEKK3 PB1 HTS	PHOSPHO1 block	OXTR agonist	MEKK2 mut-MEK5	MEKK2wt PB1 HTS	FID counter	NALP1 yeast inh	GPR7 antag	PfM18AAP inh
COC(=O)c1cn[nH]c1NC(=S)Nc1ccccc1C	96	-109	2.1	-1	99	-7	8	8	7
NC(=O)CSCc1c(Cl)cccc1Cl	92	1	0.8	0	95	0	6	-2	2
COc1cccc(CN2CC(C(=O)NCc3cccc(Cl)c3)CCC2=O)c1 (configuration not stated)	100	26	·	-1	100	-34	-5	15	-2
Cc1ccc(-n2nc3c(=O)n(CCCC(=O)NCc4ccc(F)cc4)nc(C)c3c2C)cc1	102	38	-2.7	1	102	-61	9	-19	3
Cc1cccc(NC(=O)CN(C)S(=O)(=O)c2cnc[nH]2)c1	96	54	1.1	-2	99	-1	10	-12	-6
CCOC(=O)C1=C(NC(=S)NC(=O)c2ccccc2)c2ccccc2CC1(C)CC (configuration not stated)	94	-18	13	1	30*[inhibitor]	-18	22	-8	-7
Cc1cc2c(cc(C(=O)O)n2C)s1	104	6	0.2	2	103	1	8	4	10
CCn1cc(C(=O)NCC(OC)OC)c(=O)c2cc(S(=O)(=O)N(C)C3CCCCC3)ccc21	103	34	-0.1	1	103	-36	9	-9	3
O=C(CSc1nc2ncc(Br)cc2[nH]1)Nc1ccccc1-c1ccccc1	93	-104	-1.1	-9	90	-27	28	-6	3
Cc1ccccc1C(=O)N1CCN(c2ccc(NC(=S)NC(=O)c3ccco3)cc2)CC1	102	-40	16	-3	98	-52	-4	-3	12

Complete entries from above. Order of values: MEKK3 PB1 HTS | PHOSPHO1 block | OXTR agonist | MEKK2 mut-MEK5 | MEKK2wt PB1 HTS | FID counter | NALP1 yeast inh | GPR7 antag | PfM18AAP inh
CCn1cc(C(=O)NCC(OC)OC)c(=O)c2cc(S(=O)(=O)N(C)C3CCCCC3)ccc21 across the screens: 103 | 34 | -0.1 | 1 | 103 | -36 | 9 | -9 | 3
NC(=O)CSCc1c(Cl)cccc1Cl across the screens: 92 | 1 | 0.8 | 0 | 95 | 0 | 6 | -2 | 2

Other results.
SMILES	MEKK3 PB1 HTS	PHOSPHO1 block	OXTR agonist	MEKK2 mut-MEK5	MEKK2wt PB1 HTS	FID counter	NALP1 yeast inh	GPR7 antag	PfM18AAP inh
CC(C)c1csc(CN2CCC(CO)(Cc3ccccc3)CC2)n1	99	45	8.3	-10	92	-4	-1	10	0
c1ccc(CCc2nc(-c3cccnc3)no2)cc1	101	-6	-1.2	3	109	-5	8	-5	0
O=C1NC(=O)C2C3c4ccccc4C(c4ccccc43)C12 (configuration not stated)	70*[inhibitor]	11	-0.9	-38	77	-2	14	-12	-6
COc1ccc(C(=O)COc2ccccc2C#N)cc1	97	18	-1.7	-13	104	-6	·	-1	-2
Nc1nnc(SCC(=O)N2CCc3ccccc3C2)s1	101	57	-1.1	9	104	3	6	-11	-9
Cc1ccc(C(=O)Nc2ccc3cn[nH]c3c2)cc1S(=O)(=O)N1CCCCC1	101	24	4.2	-3	99	-12	28	-2	-17
COCCCn1c(N)c(-c2nc3ccccc3n2C)c2nc3ccccc3nc21	104	-6	9.4	5	103	-6	8	-5	6
CC(O)CNc1ccc(-c2nn(C)c(=O)c3ccccc23)cc1[N+](=O)[O-] (configuration not stated)	103	29	-0.8	7	101	-5	16	-7	0
CCN1C(=O)/C(=C/C=C2\N(CC)c3cc(S(=O)(=O)N(C)C)ccc3N2c2ccccc2)SC1=S	81	20	19	-4	53*[inhibitor]	-8	-2	-3	10
CCN(CC)S(=O)(=O)c1cccc(S(=O)(=O)c2cccc(S(=O)(=O)N(CC)CC)c2)c1	98	-9	14	3	98	-28	-22	2	-6
Cc1ccc(NC(=O)c2ccn(C)n2)c(Br)c1	97	3	-0.9	-2	96	-1	32	-14	-1
Cc1ccc(C(=O)C2C(c3cccs3)NC(=O)NC2(O)C(F)(F)F)cc1 (configuration not stated)	98	0	0.1	-1	101	-10	·	13	-2
CCC1=NN(C(=O)COc2ccccc2)C(O)(c2ccc(Br)cc2)C1 (configuration not stated)	104	-13	-0.5	-5	101	-31	2	-5	26
CC(Cl)C(=O)NNC(=O)CNS(=O)(=O)c1ccccc1 (configuration not stated)	94	-1	0.0	-9	87	3	2	6	45*
O=C(c1coc(=O)c(Br)c1)N1CCC(C(O)(c2ccccc2)c2ccccc2)CC1	99	6	0.3	-4	96	0	-39	11	-2
CNc1c(NS(=O)(=O)c2ccc(CC(C)C)cc2)c(=O)oc2ccccc12	101	-10	1.6	-2	100	-7	5	6	-4
Cc1cc(C)c(OCC(=O)Nc2ccc(N3CCOCC3)cc2)c(Br)c1	105	14	-0.8	7	108	-46	10	-6	-5
CC(C)C[C@H](NC(=O)c1nc[nH]c1C(=O)NCC(=O)OC(C)(C)C)C(=O)OC(C)(C)C	96	-22	-2.0	3	97	·	·	·	·
c1ccc(-c2nnc(N3CCOCC3)c3ccccc23)cc1	98	3	1.0	-15	86	-18	-5	-7	5
Cc1cc(=O)[nH]c(SCCCOc2ccccc2Cl)n1	98	7	-0.4	3	96	-8	13	-6	8
O=C(CNC(=O)c1ccccc1)OCc1nnc(-c2ccc(Cl)cc2)o1	97	24	-1.1	-2	96	-5	11	-16	0
COc1ccc(CC(=O)Nc2ccc(N3CCCC3)c(C)c2)cc1	98	39	-0.1	-4	33*[inhibitor]	-11	25	-2	14
O=C(Cn1cc(C(F)(F)F)cc(Cl)c1=O)NCCc1ccccc1	135*	12	-2.1	0	108	4	·	-2	-3
CCCNC(=O)C(=O)N/N=C/c1ccc(OCc2ccccc2)cc1	99	-13	-0.3	-5	94	-10	4	-11	-1
CCN(C(=O)c1ccccc1F)c1nc(-c2ccc(OC)cc2)cs1	103	19	1.2	0	104	-17	12	-12	-6
Cc1cc(N2CCOCC2)c2c(N)c(C)cc(C)c2n1	103	-46	-0.6	3	105	-3	19	-20	8
O=S(=O)(c1ccc(-c2csc(-c3cccnc3)n2)cc1)N1CCOCC1	111	2	-0.8	0	105	-29	2	-8	4
C=CCOC(=O)C1=C(C)NC(SCC(N)=O)=C(C#N)C1c1cccs1 (configuration not stated)	110	16	-2.7	1	107	-9	35	-15	2
O=C(c1cc2c(=O)n3ccccc3nc2s1)N1CCN(Cc2ccccc2)CC1	103	27	0.2	4	104	-27	2	-2	-6
O=C(Nc1ccccc1Br)C1CCCN1S(=O)(=O)c1cccc2nsnc12 (configuration not stated)	101	40	1.3	2	102	-18	14	-8	-4
CCCCCn1c(=O)[nH]c2cc(C(=O)NCc3ccc4c(c3)OCO4)ccc2c1=O	89	14	-0.7	-4	89	-6	-1	-13	-1
O=C(N/C(=C/c1cn(-c2ccccc2)nc1-c1ccccc1)C(=O)N1CCOCC1)c1ccccc1	96	6	-0.6	9	97	-4	26	-7	-7
CN(C)C(=O)N1CCN(C(=O)c2ccccc2Sc2ccccc2C#N)CC1	106	-3	0.8	6	107	-20	6	-2	5
C=CCn1c(SCC(=O)Nc2nc(C)cs2)nnc1C(C)NC(=O)c1ccccc1Cl (configuration not stated)	108	-2	-0.8	-3	105	-27	-11	-12	0
CCOCCn1c(=O)c2c(nc3n2CC(C)CN3CCc2ccccc2)n(C)c1=O (configuration not stated)	98	31	0.3	-6	98	-51	27	-7	-16
CSc1cccc(NC(=S)NC(=O)c2cccnc2)c1	96	25	·	2	95	-16	0	-7	16
C#CCn1c(=NC(=O)c2ccccc2[N+](=O)[O-])sc2cc(S(C)(=O)=O)ccc21	103	14	0.7	-2	98	-1	24	-2	-2
Cc1ccc(CNC(=O)CSc2nc3ccccc3c(=O)n2CCCO)cc1	98	7	1.4	3	99	-21	38	-9	0
Cc1ccccc1C(=O)N/N=C/c1ccc([N+](=O)[O-])s1	102	40	0.9	-1	100	0	-8	-3	3
CC(=O)c1c(C)[nH]c(C(=O)Nc2cccc3ccccc23)c1C	98	15	1.2	-5	97	-8	23	6	13
CCOc1ccc(/C=C2\CCC(C3CCCC3)C2=O)cc1 (configuration not stated)	103	37	0.5	5	103	-6	5	-6	2
CCOc1ccc(S(=O)(=O)Nc2cccc(OC)c2)cc1	109	-12	7.0	6	110	-4	2	-6	4
COc1ccccc1CNC(=S)NCCc1ccccc1	102	-5	-2.0	-2	97	-5	34	-1	3
COCCNC(=O)Cn1cnc([N+](=O)[O-])n1	100	-10	0.6	1	100	-2	2	-12	-1
Cc1[nH]n2cnnc2c(=O)c1Br	86	2	0.9	-4	83	1	·	5	-3
COc1cccc(-c2c(C#N)c(N)nc3c2c(=O)nc2sccn23)c1	100	-16	-0.7	11	105	-6	1	-18	6
Cn1c(=O)[nH]c(=O)c2c1nc(NC1CCCCC1)n2Cc1ccccc1	101	14	-1.8	9	101	-24	8	-17	-11
Nc1nonc1-n1nnc(C(=O)N/N=C/c2ccccc2F)c1-c1cccs1	95	-8	3.4	0	101	-24	15	0	-5
Cc1ccc(/C=N/NC(=O)c2cccs2)cc1[N+](=O)[O-]	·	45	-1.4	·	·	6	-5	4	5
COc1ccc(OCC(=O)N(Cc2cccs2)C2CCS(=O)(=O)C2)cc1 (configuration not stated)	101	30	-0.1	-1	101	-19	8	2	1

An excerpt from above in order of molar mass, lowest first.
SMILES	MEKK3 PB1 HTS	PHOSPHO1 block	OXTR agonist	MEKK2 mut-MEK5	MEKK2wt PB1 HTS	FID counter	NALP1 yeast inh	GPR7 antag	PfM18AAP inh
Cc1[nH]n2cnnc2c(=O)c1Br	86	2	0.9	-4	83	1	·	5	-3
CCOc1ccc(/C=C2\CCC(C3CCCC3)C2=O)cc1 (configuration not stated)	103	37	0.5	5	103	-6	5	-6	2
COc1ccccc1CNC(=S)NCCc1ccccc1	102	-5	-2.0	-2	97	-5	34	-1	3
COc1cccc(-c2c(C#N)c(N)nc3c2c(=O)nc2sccn23)c1	100	-16	-0.7	11	105	-6	1	-18	6
Cn1c(=O)[nH]c(=O)c2c1nc(NC1CCCCC1)n2Cc1ccccc1	101	14	-1.8	9	101	-24	8	-17	-11

Random draw from the library. Share with any hit: about 6.2%.
